Compound activity (PubChem)
EPAC2 antag – antagonists of human EPAC2 | Potency, µM (series often up to 114 µM), inactives show top-dose activity, negative = inhibition, usual class: inhibitors | EPAC2 GEF exchange of Rap1B-BODIPY-GDP, fluorescence | Q8WZA2 | actives 0.18% (n = 360,000) | AID 720708; note: potency is the fitted concentration of half-maximal effect; % is set by controls: 0 for no effect and ±100 for the full control effect; nearly all actives have a fitted effect of over 45% in size; many of its hits are not listed in these tables
FUS yeast rescue – rescues growth of FUS-expressing yeast; S. cerevisiae FUS-expressing, growth rescue, OD600, 24 h; Potency, µM (highest dose often 76.6 µM), without a hit: top-dose growth rescue (activation), hits mostly activators; actives 0.24% (n = 390,000); AID 1347120;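 note: potency is the fitted concentration of half-maximal effect; plate controls were DMSO vehicle for no effect and reference control for full effect; nearly all actives have a fitted effect of over 55% in size; some results filed as inactive show a strong effect at the top dose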
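Cultures pregrown in 2.5% raffinose medium are shifted to minimal medium containing 2% galactose to express toxic FUS. Compounds are tested at several concentrations. After 24hr at 30C, growth is quantified at 600 nm absorbance.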
EPAC2 ag – EPAC2 (human) agonism; Q8WZA2; EPAC2 activation, biochemical qHTS; response scale: 100% = 6.5 mM cAMP response; Potency, µM (series often up to 154 µM), without a hit: at the highest dose activation, hits mostly activators; actives 0.079% (n = 360,000); AID 720711; note: potency is the fitted concentration of half-maximal effect; nearly all actives have a fitted effect of over 50% in size
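EPAC2 (100 nM) mixed with Rap1B loaded with BODIPY-GDP (250 nM) plus 50 uM unlabeled GDP; compounds pinned in, 5 min RT, then read every 5 min for 30 min (ex 480, em 540 nm). Normalized to cAMP control.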
D3 ag – D3 dopamine receptor (human) agonism; actives 0.58% (n = 410,000); max activation, %; D3R DiscoveRx beta-arrestin cells, luminescence, 90 min; in the data active = max activation above about 30%; note: 0% is about no effect; mostly tested at two doses, the higher about 12 µM
Target sequence (P35462 whole entry, looked up): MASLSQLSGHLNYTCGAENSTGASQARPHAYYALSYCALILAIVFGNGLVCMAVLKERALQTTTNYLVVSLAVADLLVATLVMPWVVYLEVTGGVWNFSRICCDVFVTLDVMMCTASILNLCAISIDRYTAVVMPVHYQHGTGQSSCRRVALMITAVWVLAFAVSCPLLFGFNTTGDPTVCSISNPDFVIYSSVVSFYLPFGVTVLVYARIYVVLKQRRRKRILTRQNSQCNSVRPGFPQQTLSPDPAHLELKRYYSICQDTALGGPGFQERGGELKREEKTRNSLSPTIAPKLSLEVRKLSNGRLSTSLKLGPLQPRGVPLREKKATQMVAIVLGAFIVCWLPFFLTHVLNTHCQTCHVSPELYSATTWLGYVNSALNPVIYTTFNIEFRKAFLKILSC
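Agonist-mode cell screen: cells plated at 1500/well and incubated overnight at 37 °C, then exposed to library compounds for 90 min at 37 °C. Detection reagent was added for 30–60 min at room temperature, and luminescence was read.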
Abeta yeast res – restores growth of yeast expressing A-beta42 peptide | yeast expressing A-beta42, growth rescue, OD600, 48 h; response scale: 0% DMSO, 100% iron-clioquinol control | Potency, µM (top dose mostly 46.1 µM), for inactives: at the highest dose growth rescue, most hits filed as activators | actives 0.063% (n = 410,000); note: potency is the fitted concentration of half-maximal effect; nearly all actives have a fitted effect of over 55% in size
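Yeast A-beta toxicity model in growth medium with pinned compounds, 48 h at 30 C; growth read as absorbance at 600 nm. Normalized to FeCl3/clioquinol equimolar mix (positive) and DMSO (negative).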
aSyn rescue – inhibitors of alpha-synuclein toxicity in yeast; AID 652106; Potency, µM (highest dose often 46.1 µM), for the others: at the top dose growth rescue (activation), usual class: activators; actives 0.14% (n = 370,000); Yeast expressing alpha-synuclein, growth rescue, BacTiter-Glo, 24 h; note: potency is the fitted concentration of half-maximal effect; % of control where 0% means no effect; nearly all actives have a fitted effect of over 65% in size
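Rescue of yeast growth: cells expressing toxic alpha-synuclein, induced in galactose at OD600 0.02, incubated with compound 24 h at 30 C. ATP luminescence quantified growth; inhibitors of toxicity appear as activators.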
D3 antag – antagonists of human D3 dopamine receptor; D3R cells, DiscoveRx beta-arrestin luminescence, antagonist mode; stronger effect = lower value; P35462; max response, negative = inhibition, %; actives 2.5% (n = 360,000); in the data active = max response below about -50%; inconclusive = no clear call, values can overlap the other calls; note: % is set by controls: 0 for no effect and ±100 for the full control effect; mostly tested at two doses, the higher about 12 µM
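Cells expressing the human receptor were seeded at 1500 cells/well, incubated overnight at 37 degrees C in 5% CO2, then exposed to library compounds with dopamine controls for 90 minutes at 37 degrees C before luminescent detection.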
TDP-43 yeast inh – inhibitors of TDP-43 toxicity in yeast; Potency, µM (doses to about 46.1 µM), without a hit: at the top dose growth rescue (activation), hits mostly activators; AID 652104; TDP-43 expressing yeast growth rescue, BacTiter-Glo, 24 h; actives 1.8% (n = 410,000); note: potency is the fitted concentration of half-maximal effect; % of control where 0% means no effect; nearly all actives have a fitted effect of over 50% in size
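Luminescence from BacTiter-Glo reports growth of TDP-43-expressing yeast after 24 hr at 30 deg C with compound. Cells were raffinose-pregrown to mid-log, then seeded in galactose medium at OD600=0.02.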
The depositor's hits bear a star; ? = inconclusive; nt = no result given; [ ] = dose if it differs, or a comment. Unless noted, calls come from the whole dose curve; as a rule, active = well fitted curve in the direction sought with a large enough effect; inconclusive = small, poorly fitted or top-dose-only effect, or another doubt; inactive = no such curve, though single readings can be large; an effect the other way counts as inactive or inconclusive. An excerpt; the hit share may differ from the screen's.

No.	smiles	TDP-43 yeast inh	EPAC2 antag	D3 antag	D3 ag	EPAC2 ag	FUS yeast rescue	aSyn rescue	Abeta yeast res
1	O=[N+]([O-])c1cccc(S(=O)(=O)NCc2ccccn2)c1	-3%	16%	-19	-1	7%	12%	-5%	-3%
2	Cc1[nH]n(-c2ccccc2)c(=O)c1N=Nc1ccc(C(N)=O)cc1	25%	0%	-26	-2	2%	6%	4%	9%
3	O=C(O)c1ccc(C(=O)O)c(C(=O)c2ccccc2)c1	3%	1%	-11	2	12%	14%	17%	28%
4	Cn1c(=O)n(C)c2cc(NS(=O)(=O)c3ccc(Br)cc3)c(NCc3ccccc3)cc21	25%	nt	nt	-10	nt	2%	nt	-10%
5	COC(=O)c1c(C)[nH]c(C(=O)CC#N)c1C	-17%[0.397 µM]	5%	9	-1	-5%	18%	0%	-3%
6	C#CCO[C@@H]1C[C@H](n2cnc3c(NC(=O)c4ccccc4)ncnc32)O[C@@H]1CO	1%	7%	5	15	6%	-8%	-3%	-12%
7	COc1ccc(CN(C)C(=O)c2cc(-c3ccc(C)cc3C)nc3ccccc23)c(OC)c1OC	20%	-23%	60	6	17%	40%	-5%	-7%
8	COc1ccc(N(C)C(=O)c2cc3c(s2)-c2ccccc2S(=O)(=O)C3)cc1	22%	-11%	4	2	0%	33%	-1%	7%
9	COC(=O)c1ccc(NC(=O)Nc2ccc3c(c2)OCO3)cc1	-2%	5%	5	-16	-1%	-7%	-1%	9%
10	COc1ccc(CCNc2ncnc3[nH]ncc23)cc1OC	22%	24%	16	1	2%	19%	10%	5%
11	Cc1cccc(OCc2nnc(SCn3nnc4ccccc4c3=O)o2)c1	?	3%	22	8	5%	27%	-5%	-8%
12	COc1ccc(N(C)C(=O)CN(C)S(=O)(=O)c2ccc3c(c2)c(=O)n(C)c(=O)n3C)c(OC)c1	12%	4%	15	2	14%	-12%	1%	4%
13	Cc1ccc(CN2CCN(CC(=O)NC(C)CCc3ccccc3)C2=O)cc1 (stereo not given)	?	-23%	4	-1	-1%	18%	0%	8%
14	CCOc1ccc(/C=N/NC(=O)Cc2cccs2)cc1	-2%	-9%	-2	3	-3%	4%	2%	8%
15	COC(=O)c1cn(NC(=O)c2ccc3c(c2)OCO3)c(=O)c2ccccc12	8%	-4%	-6	-6	3%	?	-5%	-13%
16	COC(=O)C(CC(=O)c1ccc(C)cc1)n1cccn1 (stereo not given)	7%	?	1	8	5%	-19%	-1%	5%
17	CC(=O)n1cc([C@@H]2C=C(C(=O)NCc3ccccc3)O[C@H](OCc3ccc(CO)cc3)C2)c2ccccc21	11%	1%	17	-3	7%	?	1%	-14%
18	COc1ccc(CN(C(=O)c2ccco2)C2CCS(=O)(=O)C2)cc1 (stereo not given)	8%	12%	4	0	-1%	nt	2%	10%
19	c1nnc(-c2ccc3c(c2)OCO3)o1	6%	12%	6	5	5%	-14%	-1%	-7%
20	Nc1ccc(N2CCN(c3ccc(F)cc3)CC2)cc1	-12%	5%	-11	-4	14%	17%	-3%	-21%
21	CN1OC[C@@H]2CN(Cc3ccc(Cl)cc3)[C@H](c3cccc(Br)c3)C[C@@H]21	7%	?	-11	-24	-4%	21%	8%	2%
22	Cn1c(SCC(=O)Nc2ccc(Cl)cn2)nnc1C1CC1	-1%	1%	-5	7	-3%	-8%	-3%	1%
23	CCOCC(=O)Nc1cccc(-c2nc3cccnc3s2)c1C	?	5%	13	6	13%	-11%	-1%	-6%
24	O=C(CCNC(=O)c1ccc(Br)cc1)NNC(=O)c1ccccc1O	15%	5%	5	-8	-5%	-4%	7%	-22%

Four entries from above, sorted by SMILES length, smallest number first.
No.	smiles	TDP-43 yeast inh	EPAC2 antag	D3 antag	D3 ag	EPAC2 ag	FUS yeast rescue	aSyn rescue	Abeta yeast res
19	c1nnc(-c2ccc3c(c2)OCO3)o1	6%	12%	6	5	5%	-14%	-1%	-7%
23	CCOCC(=O)Nc1cccc(-c2nc3cccnc3s2)c1C	?	5%	13	6	13%	-11%	-1%	-6%
18	COc1ccc(CN(C(=O)c2ccco2)C2CCS(=O)(=O)C2)cc1 (stereo not given)	8%	12%	4	0	-1%	nt	2%	10%
21	CN1OC[C@@H]2CN(Cc3ccc(Cl)cc3)[C@H](c3cccc(Br)c3)C[C@@H]21	7%	?	-11	-24	-4%	21%	8%	2%

Next part
No.	smiles	TDP-43 yeast inh	EPAC2 antag	D3 antag	D3 ag	EPAC2 ag	FUS yeast rescue	aSyn rescue	Abeta yeast res
25	Cc1cc(NC(=O)CN2C(=O)NC3(CCCCCC3)C2=O)ccc1Br	11%	13%	-19	0	1%	-8%	-6%	-5%
26	COc1ccc(S(=O)(=O)NCC2CCCN(C(=O)c3cccnc3)C2)cc1 (stereo not given)	-13%	0%	-20	7	9%	-1%	-5%	-7%
27	COc1cc(C(=O)COC(=O)c2c(C)noc2C)cc(OC)c1OC	16%	-7%	3	1	3%	-9%	-1%	-9%
28	Cc1cc(C)c(NC(=O)CSc2nnc(-c3ccco3)n2N)c(C)c1	-12%	-2%	-5	1	2%	2%	3%	7%
29	CCOc1ccc(NS(=O)(=O)c2cc(NC(=O)CCNC(=O)c3ccco3)ccc2OC)cc1	13%	3%	-15	-3	3%	nt	-4%	-6%
30	O=C(NCCN1CCOCC1)/C(=C/c1ccc(Cl)cc1)NC(=O)c1ccccc1	-5%	2%	5	-1	6%	4%	2%	3%
31	Cc1nnc2sc(-c3cccc(NC(=O)c4cccnc4)c3)nn12	-12%	0%	?	-8	9%	43%	-2%	-16%
32	CCC(=O)Nc1ccc(N2CCN(C(=O)c3ccccc3C)CC2)cc1	-28%	9%	-10	-10	-4%	35%	2%	-7%
33	CC(C)(C)C(=O)CC1(O)C(=O)N(Cc2ccccc2)c2ccccc21 (stereo not given)	-12%	6%	9	9	-4%	19%	-3%	9%
34	Cc1cccc(OCc2nnc(SCC(=O)N(C)C3CCCCC3)o2)c1	12%	-1%	10	2	7%	27%	2%	28%
35	O=C(COc1ncnc2ccccc12)Nc1ccc(Cl)c([N+](=O)[O-])c1	-20%[0.397 µM]	-10%	-11	-6	8%	9%	1%	-24%
36	O=c1c2ccccc2nc(-c2ccccc2Cl)n1O	-10%[9.22 µM]	7%	-3	3	14%	2%	3%	-31%
37	CCCCc1c(O)nc2n(c1=O)CCS2	-20%	11%	18	-12	5%	20%	-10%	-4%
38	O=C(COC(=O)c1ccc(O)cc1)Nc1cc(S(=O)(=O)N2CCOCC2)ccc1N1CCOCC1	-6%	-16%	5	5	2%	35%	1%[1.84 µM]	-9%
39	Cc1ccc(-c2cc(C(=O)NCCCN3CCOCC3)no2)cc1	-19%	5%	6	15	10%	8%	1%	-2%
40	Cc1ccnc2nc(C(=O)OCC(=O)N(CC(C)C)C3CCS(=O)(=O)C3)nn12 (stereo not given)	7%	9%	8	1	2%	-28%	-1%	12%
41	Cc1ccc2oc(C(=O)Nc3cc(C)on3)c(C)c2c1	-15%	15%	-28	-5	15%	-1%	-9%	-11%
42	O=C(NCc1ccccc1Cl)C1CCN(S(=O)(=O)c2ccc(N3CCCC3=O)cc2)CC1	9%	9%	23	-7	-4%	11%	2%	7%
43	COC(=O)c1ccc2c(=O)n(CCCN3CCOCC3)c(=S)[nH]c2c1	-15%	-3%	-5	-23	12%	7%	-5%	8%
44	Cc1ccc(-n2nc(C(=O)NC(C)C)c(=O)n(C)c2=O)cc1	17%[9.22 µM]	nt	nt	-7	nt	-22%	nt	-17%
45	N#CCC(CNc1ncc(C(F)(F)F)cc1Cl)OC(=O)c1cccc(C(F)(F)F)c1 (stereo not given)	23%	-24%	1	2	-12%	nt	1%	?
46	Cc1ccc(C(=O)NNc2ncnc3c2cnn3C)cc1	-18%	2%	4	6	5%	-6%	-12%	2%
47	Cc1cccc(NC(=S)NNC(=O)c2cccc([N+](=O)[O-])c2)c1	6%	-7%	-3	-8	-3%	10%	-4%	-3%
48	O=C(COC(=O)c1ccc(Cl)c(S(=O)(=O)N2CCCCC2)c1)NCC1CCCCC1	13%	0%	-3	-19	7%	?	5%	12%

Complete entries as entered above. Values in the order: TDP-43 yeast inh | EPAC2 antag | D3 antag | D3 ag | EPAC2 ag | FUS yeast rescue | aSyn rescue | Abeta yeast res
O=c1c2ccccc2nc(-c2ccccc2Cl)n1O is listed with -10%[9.22 µM] | 7% | -3 | 3 | 14% | 2% | 3% | -31%
c1nnc(-c2ccc3c(c2)OCO3)o1 is listed with 6% | 12% | 6 | 5 | 5% | -14% | -1% | -7%
COC(=O)c1cn(NC(=O)c2ccc3c(c2)OCO3)c(=O)c2ccccc12 is listed with 8% | -4% | -6 | -6 | 3% | ? | -5% | -13%
Cc1cccc(OCc2nnc(SCC(=O)N(C)C3CCCCC3)o2)c1 is listed with 12% | -1% | 10 | 2 | 7% | 27% | 2% | 28%

Following part:
No.	smiles	TDP-43 yeast inh	EPAC2 antag	D3 antag	D3 ag	EPAC2 ag	FUS yeast rescue	aSyn rescue	Abeta yeast res
49	CC(C)(C)OC(=O)CNC(=O)c1[nH]cnc1C(=O)NCCCCCN	9%	9%	7	1	5%	-12%	-3%	-18%
50	CCOc1ccc(CCNC(=O)Cc2ccc(NC(=O)C3=C(C)OCCS3)cc2)cc1	7%	4%	-8	-1	-1%	-2%	10%	nt
51	COc1ccccc1OC(C)C(=O)O (stereo not given)	-13%	2%	-10	-8	7%	0%	-3%	-1%
52	CCc1nnc(N/N=C\c2ccc(OC(C)=O)c(OC)c2)n1N	19%	6%	1	-3	4%	-22%	-6%	26%
53	COc1ccc(S(=O)(=O)N2CCCC2)cc1C(C)C	-9%	?	-7	1	6%	9%	7%	9%
54	COCCCNC(=O)c1c(-c2ccccc2)noc1C	4%	6%	13	2	0%[15.6 µM]	-16%	4%	9%
